# From PubChem BioAssay
# T cell modulator = T cell immune modulation candidate | calls only at 7 µM | 330,000 compounds, 0.068% hits | 2C CD8+ T cell-vesicle binding, flow cytometry; hits give low values;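 active = response, share of CD8 T cells binding vesicles, and their 90th percentile fluorescence all below set limits, cut at about 80% in these data, passing the limit was not always enough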
#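 material = purified 2C TCR transgenic mouse naive CD8+ T cells | controls = Unloaded micro-vesicles (low), QL9 vesicles with 0.7% DMSO (high) | detection = cytometric PE anti-B7-1 and Alexa647 anti-CD8 signals after 1% paraformaldehyde fixation | incubation = binding step 1.5 h, 37 °C, antibody labelling 20 min, ice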
# M1AAP inhibition = P. falciparum M1AAP inhibitors, biochemical, fluorogenic H-Leu-NHMec substrate, 1536-well (AID 1445) | recombinant M1AAP, H-Leu-NHMec fluorogenic kinetic assay; higher % means a stronger effect | one-dose inhibition, % at 30 µM; IC50 in µM for titrated hits | 220,000 compounds, 0.42% hits;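 active = primary inhibition above the hit cutoff, then over 50% inhibition at one or more dose response concentrations, cut at about 23% in these data, passing the limit was not always enough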;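 note: plate controls were DMSO full reaction for no effect and no enzyme background for full effect; strong numbers were not always called active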
# b-catenin transl = modulators of beta-catenin nuclear translocation; 190,000 compounds, 0.3% hits; nuclear translocation activity, % at 5 µM; AID 1665; HeLa beta-catenin nuclear translocation, immunofluorescence imaging;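 active = nuclear translocation activity above 50% at 5 µM, with a well cell count of 50 or more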;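 note: per-cell ratio of nuclear to cytoplasmic median beta-catenin stain intensity; plate controls were DMSO negative control for no effect and GSK-3 inhibitor IX positive control for full effect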
#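 Test system: human HeLa cells, native beta-catenin. Compound dosing: 5 µM primary single dose, 0.1% DMSO, 0.02–20 µM confirmation series. Incubation: compound exposure 24 h at 37°C. Detection: beta-catenin immunostaining with DAPI counterstain, 20x imaging, 6 fields/well. Read-out basis: Nuclear/cytoplasmic beta-catenin signal ratio, % activation.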
# Autophagy HCS = modulators of autophagy; MEF GFP-LC3 puncta imaging; test concentration mostly 10 µM; calls only at 10 µM (by protocol); 190,000 compounds, 0.98% hits; AID 463193;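 active = percentage of spot-positive cells more than 3 SD above its plate mean, without a fluorescence outlier flag or 80% toxicity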;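 note: spot-positive cell cutoff set from DMSO-treated cells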
# WT yeast gro inh = growth inhibition of WT yeast, mitochondrial fusion screen; inhibition, % at 10 µM; AID 1362; 190,000 compounds, 2.1% hits; mitochondrial fusion phenotypic screen, WT strain; in the data active = inhibition above about 58%; tested in S. cerevisiae
# Dynein cargo inh = blocks dynein driven cargo transport along microtubules | 3617.4 mouse cells, GR-EGFP nuclear translocation imaging; test concentration mostly 20 µM; stimulated with dexamethasone, 1 µM; hits give low values | AID 1381 | z-score, hits read low | 220,000 compounds, 0.47% hits;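 active = plate z-score of nuclear minus cytoplasmic receptor signal below a set negative limit, without overly bright fluorescence or cell loss, cut at about -3.5 in these data, passing the limit was not always enough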;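 note: z-score of nuclear minus cytoplasmic ring GR-EGFP intensity difference per well; some compounds called inactive have numbers as strong as hits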
#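 Medium: Induction medium lacking tetracycline, stripped serum | Probe or stimulus: 1.0 µM final dexamethasone stimulus | Schedule: 48 h induction, then 1 h compound, then 30 min agonist, 37 °C | Signal: Automated 10x imaging of fixed Hoechst-stained cells | Evaluation: Per-cell GR-EGFP intensity, nucleus versus surrounding cytoplasmic ring, well-averaged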
# MT stabilize HCS = microtubule stabilization, imaging screen; HeLa tubulin immunostaining HCS, 24 h; share of cells brighter than vehicle mean+2SD; % tubulin-high responders, % at 10 µM; 200,000 compounds, 0.83% hits; AID 2205;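 active = plate Z-score above 3 for both tubulin-high and condensed-nucleus cell shares, with cell loss under 80%, at 10 µM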;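 note: anti alpha tubulin signal scored within the nucleus-defined area of each cell; some results filed as inactive read as strong as hits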
# Yfh1-off respiration = mitochondrial function rescue without frataxin homolog – Friedreich's ataxia, plus single-dose screen, dose response (AID 1465) | fold induction at 50 µM; hits with a dose series show EC50 in µM | 220,000 compounds, 0.074% hits | S. cerevisiae Yfh1-off respiration, WST-1 reduction, 72 h; higher fold induction means a stronger effect;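 active = fold induction of absorbance versus untreated yeast above a set limit, then at least 30% activation at any dose in follow-up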;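 note: activators that raise dye reduction in frataxin-depleted yeast; strong numbers were not always called active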
# M17LAP inhibition = P. falciparum M17LAP inhibitors, primary screen, biochemical, fluorogenic H-Leu-NHMec substrate, 1536-well (AID 1619); inhibition, % at 30 µM, or IC50 in µM where a hit was titrated; recombinant M17LAP, H-Leu-NHMec fluorogenic kinetic assay; higher % means a stronger effect; 220,000 compounds, 0.38% hits;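 active = compound inhibiting the enzyme by more than half at any dose during confirmatory dose-response retesting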;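 note: plate controls were full reaction with DMSO carrier for no effect and no enzyme background for full effect; strong numbers were not always called active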
# WT yeast gro inh mutant strain = also measured in WT yeast gro inh; calls as there; inhibition, %; mitochondrial fusion phenotypic screen, mutant strain inhibition
# Dynein cargo inh cytoplasmic EGFP = recorded beside Dynein cargo inh, whose call it bears; z-score; measured here: cytoplasmic GR-EGFP intensity; hits give high values
# Dynein cargo inh nuclear GR-EGFP = also measured in Dynein cargo inh; calls as there; z-score; measured here: nuclear GR-EGFP intensity;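 lower value marks the stronger effect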
# Dynein cargo inh cell count = also measured in Dynein cargo inh; calls as there; z-score; measured here: cell count per field
# b-catenin transl cell count 5 µM = further read-out of b-catenin transl, marked with its call; cell count; measured here: cell count, cytotoxicity flag
# T cell modulator vesicle-bound % = also measured in T cell modulator; calls as there; double positive events, %; measured here: CD8+ vesicle-bound cell fraction;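 binding gate set so that unloaded-vesicle control wells show 10% double positive cells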
# MT stabilize HCS Hoechst-high % = also measured in MT stabilize HCS; calls as there; % Hoechst-high responders; measured here: nuclear condensation Hoechst responders;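 share of cells brighter than vehicle mean plus two SD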
# MT stabilize HCS cytotoxicity % = second read-out of MT stabilize HCS, no call of its own (marks repeat the call); toxicity, %; measured here: cytotoxicity by cell density;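 0% = mean cell density of plate MIN control wells and 100% = no cells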
# Autophagy HCS cell loss 18 h = also measured in Autophagy HCS; calls as there; toxicity, %; measured here: cell loss, nuclei count;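 cell loss after 18 h compound exposure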
# Starred values were filed as active, the others as inactive; i = inactive; · = no result given; + = active, no number.
SMILES,T cell modulator,T cell modulator vesicle-bound %,M1AAP inhibition,b-catenin transl,b-catenin transl cell count 5 µM,Autophagy HCS,Autophagy HCS cell loss 18 h,WT yeast gro inh,WT yeast gro inh mutant strain,Dynein cargo inh,Dynein cargo inh cytoplasmic EGFP,Dynein cargo inh nuclear GR-EGFP,Dynein cargo inh cell count,MT stabilize HCS,MT stabilize HCS Hoechst-high %,MT stabilize HCS cytotoxicity %,Yfh1-off respiration,M17LAP inhibition
CCOC(=O)c1cnc(Nc2nc3ccccc3o2)nc1CSC(=S)N1CCCCC1,i,44,-7%,-4.0,548,i,-10,0,-3,-0.41,-0.2,-0.15,1,4.6,2.8,4.1,i,-13%
CN(C)c1ccc(/C=N/N=C(N)N)cc1[N+](=O)[O-],i,43,12%,0.1,1496,i,1,11,13,-0.58,0.19,-0.17,0.53,2.3,1.0,1.0,i,58%
O=c1c2ccccc2c(/C=N/n2cnnc2)c(O)n1-c1ccccc1F,i,19,10%,-5.3,881,·,·,13,28,·,·,·,·,·,·,·,i,-55%
CCOc1cc(NC(=S)NCC2CCCO2)c(OCC)cc1NC(=O)c1ccccc1 (stereo unspecified),i,49,9%,2.1,1166,i,-21,1,6,-0.7,-0.21,-0.48,0.45,2.8,1.1,6.9,i,-5%
CC(=O)c1ccc(OCc2cc([N+](=O)[O-])cc3c2OCOC3)cc1,i,39,1%,1.1,984,i,27,-2,-8,0.93,-0.13,1,-1.1,2.5,1.5,8.8,i,0%
CCOC(=O)CNC(=O)CSc1nnc(-c2cccc(OC)c2)n1CC,i,33,-4%,-1.4,930,i,12,2,12,-0.83,0.88,-0.85,0.018,4.7,2.2,4.7,i,-4%
COCc1nnc(NC(=O)CCCOc2ccccc2OC)s1,i,36,7%,-2.9,1203,i,41,0,-12,0.28,-0.24,0.32,-0.97,5.0,2.4,11,i,-7%
CCCCCc1c(O)nc(SCCN2CCOCC2)[nH]c1=O,i,55,2%,-0.2,1605,i,18,-8,-11,0.01,-0.27,0.48,0.25,3.2,2.4,1.7,i,9%
O=C(CSc1nc2ccccc2n1Cc1ccccc1)N/N=C/c1ccccc1C(=O)O,i,19,6%,-1.1,1317,·,·,·,·,0.19,-0.26,0.056,-0.13,·,·,·,i,9%
CCCNS(=O)(=O)c1ccc(CCC(=O)N2CCCC2)cc1,i,27,-7%,-0.1,1572,i,-18,10,4,2.5,-0.27,0.71,-1,2.3,0.7,0.4,i,2%
CCCCN1C=C(C(=O)OC)C(c2ccccc2C(F)(F)F)C(C(=O)OC)=C1,i,32,2%,0.9,941,i,1,3,13,-0.75,-0.031,-0.42,2.9,2.8,2.2,12,i,-5%
COc1cc(C(=O)N/N=C/c2sccc2C)cc(OC)c1OC,·,·,4%,85*,246*,+,32*,5,32,-0.29,-0.2,-0.42,0.42,12*,27*,47*,i,12%
COc1cccc(/C=N/Nc2nccnc2Cl)c1O,·,·,-15%,2.0,1173,+,27*,26,11,2,-0.16,1.6,-1.6,4.7,1.8,8.1,i,12%
CCCCn1c(SCC(=O)N2CCN(c3ccccc3)CC2)nc2ccsc2c1=O,i,41,3%,3.2,1339,i,12,22,-4,0.4,-0.4,0.37,0.02,3.0,3.5,6.6,i,6%
O=c1ccc(Oc2nc(N3CCCCC3)nc(N3CCCCC3)n2)n[nH]1,i,26,7%,-5.7,996,i,13,-11,-10,0.37,-0.19,0.65,-0.72,2.2,1.5,8.7,i,-4%
N#C/C=C1/NC(=O)c2ccccc2S1,i,31,20%,-3.0,998,i,-17,-21,-16,-0.1,-0.31,0.59,0.5,6.3,3.7,3.3,i,11%
CSc1ccc(-c2nc3cnccn3c2Nc2ccc3c(c2)OCO3)cc1,i,19,22%,·,·,i,39,21,2,-0.28,-0.16,0.05,0.27,7.0,0.7,22,i,8%
Cc1nn(-c2cccc(Cl)c2)c2nc(C(F)(F)F)[nH]c(=O)c12,i,36,-4%,-2.3,1099,i,16,-2,2,0.25,-0.17,0.036,-0.65,1.1,3.3,9.6,i,-8%
O=[N+]([O-])c1cccc(/C=C/c2ccccn2)c1,i,30,2%,1.3,1078,·,·,·,·,-0.31,-0.3,-0.2,0.77,·,·,·,i,-4%
Cc1cc2ccccc2n2c(SCC(=O)NCc3cccs3)nnc12,i,28,5%,5.0,1131,i,-7,21,10,-0.95,0.00088,-0.18,0.97,1.9,0.9,2.0,i,-7%
O=C(Cc1cn2ccsc2n1)Nc1ccccn1,i,38,12%,-3.9,953,i,-3,18,5,2,-0.22,1.4,-1.8,4.3,3.2,9.1,i,6%
COc1ccc(C2CC(c3ccc(C)cc3)Nc3nc(N)nn32)cc1 (stereo unspecified),i,37,0%,-3.3,865,i,-20,-3,2,-0.61,-0.14,0.034,0.23,2.2,1.2,11,i,-9%
C(=N\N(c1ccccc1)c1ccccc1)/c1ccc(N2CCOCC2)s1,i,49,0%,1.5,503,i,6,-42,-18,0.66,-0.22,0.38,0.49,3.0,2.7,7.6,i,9%
Cc1ccc(/C=N/NC(=O)CCSc2ccccc2)cc1,i,23,0%,0.5,1117,i,0,18,4,-0.2,-0.19,-0.11,0.82,4.6,3.4,0.8,i,-23%
CC(=O)Nc1cccc(C(=O)N/N=C/c2ccccc2F)c1,i,63,4%,1.4,969,i,1,-7,-19,1.3,-0.24,0.36,-1.3,3.7,3.6,7.2,i,4%
Cn1c(-c2ccc(F)cc2)cnc1SCC(=O)NNC(=O)Cc1ccccc1,i,42,-9%,-0.3,1596,i,-10,-11,-8,-0.12,-0.14,-0.13,-0.83,1.9,2.0,4.7,i,0%
CCCCC(CC)C(=O)Nc1ccc(Nc2ccccc2)cc1 (stereo unspecified),i,49,7%,1.4,972,i,-6,33,7,0.48,-0.2,-0.17,-0.055,1.5,4.8,4.1,i,10%
CCOc1ccc2nc(NC(NC(C)=O)(C(=O)OC)C(F)(F)F)sc2c1 (stereo unspecified),i,9,0%,2.3,1161,i,-8,-7,0,-1.2,-0.18,-0.43,1,3.4,2.1,11,i,-2%
O=[N+]([O-])c1ccc2c(c1)C(N1CCOCC1)/C(=C/C1(O)CCCCC1)O2 (stereo unspecified),i,41,7%,-2.3,880,i,-5,-4,0,0.96,-0.3,1.1,-0.054,1.0,0.6,5.3,i,15%
COc1ccc(-n2nnnc2-c2nc3ccccc3s2)cc1,i,41,-2%,0.1,953,i,-6,0,-29,-0.67,-0.22,-0.6,0.97,4.8,2.5,1.7,i,-23%
C=CCNC(=O)C(=O)NCCOc1ccccc1Cl,i,57,1%,3.3,415,i,18,1,10,-0.25,-0.24,0.027,0.48,23*,40*,47*,i,7%
CN(C)c1ccc(P(=O)(OC2CCCCC2)C(O)c2ccccn2)cc1 (stereo unspecified),i,46,9%,-1.1,1292,·,·,·,·,0.26,-0.21,0.045,-0.19,·,·,·,i,3%
C/C(Nc1cccc(F)c1)=C(/C#N)C(N)=O,i,48,0%,-1.9,1069,i,0,1,-2,1,-0.22,1.5,-1.2,2.8,1.5,8.6,i,6%
Cc1cccn2c(=O)c(C=O)c(Sc3ncccn3)nc12,i,36,5%,-5.1,1102,i,-3,-19,-5,-1.3,-0.31,-0.89,-0.19,6.1,2.6,8.4,i,6%
CC1=C(C(=O)N2CCOCC2)C(c2c(C)cc(C)cc2C)NC(=S)N1 (stereo unspecified),i,39,4%,-1.1,1064,i,-11,-3,-2,-0.77,-0.057,-0.99,0.092,1.8,1.8,7.2,i,-22%
COc1ccccc1NS(=O)(=O)c1cc(NC(=O)c2sc3cc(Cl)ccc3c2Cl)ccc1C,i,46,-12%,-1.9,991,i,32,3,2,0.78,-0.33,0.88,0.53,4.5,1.7,3.5,i,-8%
COC(=O)CC1COc2ccccc2N1C(=O)c1ccc(C(C)(C)C)cc1 (stereo unspecified),i,41,2%,·,·,i,3,25,25,-0.056,-0.24,-0.32,-0.13,1.0,1.3,7.0,i,7%
CCOC(=O)Cn1c(=O)oc2cc(S(=O)(=O)N3CCCC(C(=O)OCC)C3)ccc21 (stereo unspecified),i,39,-6%,-3.9,1134,i,8,-1,-1,-0.071,0.07,0.042,-1.1,1.6,3.6,6.7,i,-10%
Cc1ccc(NC(=O)CN(c2cc(C)cc(C)c2)S(=O)(=O)c2c(C)noc2C)nc1,i,34,7%,0.2,1139,i,-37,5,0,0.73,-0.038,0.53,-1.2,5.3,2.0,8.3,i,4%
